CHO parental Ca: counter-screen for OX1R antagonists: effect in parental CHO cells | parental CHO-K1, ATP-induced calcium, Fluo-8 fluorescence | inhibition, % at 5.6 µM | 330,000 tested, 0.63% active;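 active means inhibition above that plate's mean sample inhibition plus 3 SD, cut at about 26% in these data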;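 further: 0% = ATP-challenged DMSO wells and 100% = DMSO wells without ATP; some compounds past the cut are filed as inactive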
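Test system: untransfected parental CHO cell line; also added: ATP stimulus; dosing: 5.6 µM, single dose; signal: calcium-sensitive Fluo-8 fluorescence; measure: percent inhibition of ATP-evoked calcium rise, normalized to controls; benchmarks: low control ATP plus DMSO, high control DMSO only; replication: one well per compound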
TAAR1 agonist: human TAAR1 agonism. CHO RD-HGA16 TAAR1, Fluo-8 calcium fluorescence; vehicle wells 0%, saturating PEA agonist 100%. activation, % at 3 µM. 360,000 tested, 0.99% active;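 active means activation above the mean activation of all test compounds in the run plus 3 SD, cut at about 38% in these data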
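Test system: RD-HGA16 (CHO) cells co-expressing Gα16 and hTAAR1; dosing: one-point dosing at 3 µM (nominal); timing: 17-24 h seeding, 75 min 37 °C dye, 30 min RT; signal: kinetic Fluo-8 calcium fluorescence; read-out basis: % activation relative to PEA EC100 response; controls: DMSO and PEA EC100; replicates: n 1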
M1 ag: human M1 muscarinic receptor agonism; P11229; CHO-K1 hM1, Fluo-8 calcium fluorescence, agonist mode; 0% DMSO, 100% acetylcholine EC100; activation, % at 3 µM; 360,000 tested, 0.33% active;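 active means activation above the run's mean compound activation plus 3 SD, cut at about 16% in these data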;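 further: peak over basal fluorescence ratio within a 140 s kinetic read after compound addition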
Target sequence (P11229 whole entry, looked up): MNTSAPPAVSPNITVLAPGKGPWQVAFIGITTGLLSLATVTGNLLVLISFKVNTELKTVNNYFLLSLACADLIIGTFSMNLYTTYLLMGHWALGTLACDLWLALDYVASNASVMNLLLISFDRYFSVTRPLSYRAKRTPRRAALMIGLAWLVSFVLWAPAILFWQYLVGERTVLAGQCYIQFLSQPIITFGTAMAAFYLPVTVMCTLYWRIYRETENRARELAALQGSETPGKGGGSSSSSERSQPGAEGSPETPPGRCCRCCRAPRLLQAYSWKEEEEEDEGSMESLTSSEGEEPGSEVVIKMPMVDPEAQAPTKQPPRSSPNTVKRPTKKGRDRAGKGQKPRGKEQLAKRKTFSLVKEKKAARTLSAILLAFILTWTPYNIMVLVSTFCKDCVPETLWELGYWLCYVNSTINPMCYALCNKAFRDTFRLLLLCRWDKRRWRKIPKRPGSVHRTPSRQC
OXTR potentiator: human OXTR potentiation | P30559 | CHO-OTR cells, Fluo-8 calcium fluorescence, potentiator mode; 0% = oxytocin EC15, 100% = EC100 | activation, % at 3 µM | 320,000 tested, 0.061% active | AID 2445;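 active means activation above that plate's cutoff, the mean activation of tested compounds plus 3 SD, cut at about 6.6% in these data, passing the limit was not always enough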;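 further: 100% uses oxytocin at 75 nM as the full agonist control; some results filed as inactive read as strong as hits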
Target sequence (P30559 whole entry, looked up): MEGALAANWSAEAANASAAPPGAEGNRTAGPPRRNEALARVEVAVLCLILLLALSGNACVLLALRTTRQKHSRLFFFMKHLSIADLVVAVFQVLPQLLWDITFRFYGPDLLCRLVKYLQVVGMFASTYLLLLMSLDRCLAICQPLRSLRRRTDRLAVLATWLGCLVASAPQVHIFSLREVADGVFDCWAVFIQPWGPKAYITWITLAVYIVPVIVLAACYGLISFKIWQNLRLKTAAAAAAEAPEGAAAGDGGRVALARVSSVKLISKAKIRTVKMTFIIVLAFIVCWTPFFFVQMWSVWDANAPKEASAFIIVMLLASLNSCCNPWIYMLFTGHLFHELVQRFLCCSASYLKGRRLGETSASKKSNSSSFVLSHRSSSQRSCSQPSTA
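test system = CHO-OTR cells, human receptor | compound = single-point 3.0 µM | schedule = 6 min compound pre-incubation at room temperature, 100 s kinetic read | signal = Fluo-8 no-wash calcium dye fluorescence, excitation 470-495 nm, emission 515-575 nm | repeats = single well per compound, singlicate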
TAAR1 antagonist: antagonists of human TAAR1; inhibition, % at 3 µM; 360,000 tested, 1.5% active; AID 624466; CHO RD-HGA16 TAAR1, Fluo-8 calcium fluorescence, antagonist;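 active means inhibition above a per-plate cutoff, the mean inhibition of test compounds on that plate plus 3 SD, cut at about 49% in these data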;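 further: 0% = DMSO plus EC80 beta-PEA response and 100% = DMSO alone without agonist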
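Material: RD-HGA16 CHO cells with stable hTAAR1 and Gα16; Dosing: single nominal final test compound concentration of 3 µM; Schedule: seeding 17-24 h prior, 75-min 37 °C, 30-min RT dye loading; Detection: kinetic Fluo-8 calcium fluorescence measurement; Measure: % inhibition from peak post-agonist over basal fluorescence ratio; Benchmarks: vehicle and agonist controls.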
M1 antag: antagonists of human M1 muscarinic receptor | P11229 | CHO-K1 hM1, Fluo-8 calcium fluorescence, ACh EC80 antagonist | inhibition, % at 3 µM | 360,000 tested, 1.3% active;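 active means percent inhibition above its own plate's cutoff, namely the mean of that plate's compound wells plus 3 SD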;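 further: peak over basal fluorescence ratio during 140 s after agonist addition; 0% = ACh EC80 plus DMSO and 100% = DMSO alone without agonist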
CHRM1 PAM: positive allosteric modulators of human M1 muscarinic receptor | AID 588819 | P11229 | 360,000 tested, 0.088% active | CHO-K1 hM1, Fluo-8 calcium fluorescence, ACh EC20; 0% = ACh EC20, 100% = maximal ACh | activation, % at 3 µM; in the data active means activation above about 19%, passing the limit was not always enough
OXTR agonist: agonists of human oxytocin receptor | P30559 | CHO-OTR cells, Fluo-8 calcium fluorescence; normalized: DMSO 0%, oxytocin 100% | activation, % at 3 µM | 320,000 tested, 0.32% active | AID 2435;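 active means activation above the mean of all tested compounds plus 3 SD, cutoff set per screening run, cut at about 20% in these data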;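 further: peak over basal fluorescence ratio from a 100 s FLIPR kinetic read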
V1R ag counter: activates human V1a receptor in oxytocin agonist counter-screen | P37288 | CHO-V1R cells, Fluo-8 calcium fluorescence, agonist mode; 0% DMSO, 100% 3 nM vasopressin | activation, % at 3 µM | 320,000 tested, 0.25% active | AID 2797;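 active means activation above the mean activation of all tested compounds plus 3 SD, per screening run, cut at about 20% in these data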;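 further: signal is peak over basal fluorescence ratio across a 100 second FLIPR read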
An asterisk follows results filed as active; . = not tested or not shown; & = joins results of further samples.

SMILES	CHO parental Ca	TAAR1 agonist	M1 ag	OXTR potentiator	TAAR1 antagonist	M1 antag	CHRM1 PAM	OXTR agonist	V1R ag counter
COc1ccc(-c2csc(Nc3ccc(S(N)(=O)=O)cc3)n2)cc1	11	10	-5	-7	6	4	0	3.3	2.0
O=C(CNC(=O)c1cccc(Cl)c1)N/N=C/C=C/c1ccccc1	-11	46*	-6	9	31	-11	9	-1.5	-0.8
COc1ccc(NC(=O)CSc2nc3ccccc3c(=O)n2CCCO)cn1	-15	2	-1	-5	-5	4	2	-0.1	1.2
COc1ccc2c(c1)OC(=O)CC2c1ccccc1OC (configuration not stated)	-10	3	-5	.	-24	-11	18	.	.
CCC1Nc2ncnc(N3CCCCC3)c2N(Cc2ccc(C)cc2)C1=O (configuration not stated)	-13	15&8	-9&-11	-6	0&-24	11&7	-15&-9	-1.7	-0.1
CCCNC(=O)c1cc(C2CCCN(C(=O)c3ccc4ccccc4c3)C2)on1 (configuration not stated)	.	-1	-2	.	-3	-7	8	.	.
C=CCNC(=S)NNC(=O)c1cc(-c2cccnc2)nc2ccccc12	.	1	-4	.	-8	7	-2	.	.
c1ccc(CN=C2Nc3ccccc3CS2)nc1	-14	4	-14	-7	-6	-8	10	-0.1	0.2
O=C(CN1CCN(S(=O)(=O)c2ccccc2)CC1)NC(=O)NC1CCCCC1	-10	2	-2	-17	4	-3	4	5.7	6.1
CC(=O)Nc1ccc(NC(=O)COC(=O)CCCc2c[nH]c3ccccc23)cc1	19	6	0	-6	-8	1	7	1.4	3.0
O=C(NCc1cccs1)C1CCN(S(=O)(=O)N2CCCC2)CC1	-3	20	1	0	-5	-5	6	-0.9	0.1
O=C(CC(C(=O)O)c1ccc(Cl)cc1)c1ccccc1 (configuration not stated)	8	1	-5	-9	4	-6	8	0.7	0.1
C=CCc1c(C)[nH]c(=S)c(C#N)c1C	-35	8	-8	-9	0	-14	-3	-0.9	0.5
Cc1occc1C(=O)Nc1ccc2ccccc2c1	-19	1	-6	10	12	-10	3	-3.0	-1.3
O=C(CCNS(=O)(=O)c1cccc2nsnc12)NC1CCCc2ccccc21 (configuration not stated)	-25	2	-3	-14	-6	6	2	-1.0	0.3

Exported bar-delimited: entries from further up.
molecule | CHO parental Ca | TAAR1 agonist | M1 ag | OXTR potentiator | TAAR1 antagonist | M1 antag | CHRM1 PAM | OXTR agonist | V1R ag counter
O=C(CN1CCN(S(=O)(=O)c2ccccc2)CC1)NC(=O)NC1CCCCC1 | -10 | 2 | -2 | -17 | 4 | -3 | 4 | 5.7 | 6.1
C=CCc1c(C)[nH]c(=S)c(C#N)c1C | -35 | 8 | -8 | -9 | 0 | -14 | -3 | -0.9 | 0.5
COc1ccc(-c2csc(Nc3ccc(S(N)(=O)=O)cc3)n2)cc1 | 11 | 10 | -5 | -7 | 6 | 4 | 0 | 3.3 | 2.0
O=C(CCNS(=O)(=O)c1cccc2nsnc12)NC1CCCc2ccccc21 (configuration not stated) | -25 | 2 | -3 | -14 | -6 | 6 | 2 | -1.0 | 0.3
Cc1occc1C(=O)Nc1ccc2ccccc2c1 | -19 | 1 | -6 | 10 | 12 | -10 | 3 | -3.0 | -1.3

(further entries)
SMILES	CHO parental Ca	TAAR1 agonist	M1 ag	OXTR potentiator	TAAR1 antagonist	M1 antag	CHRM1 PAM	OXTR agonist	V1R ag counter
OCC1(Cc2ccccc2)CCN(Cc2ccc(-c3ccco3)cc2)CC1	-24	14	-1	-11	-18	20	-6	4.7	0.0
COC(=O)[C@]1(Cc2ccccc2)N[C@H](CN(C)C(=O)c2ccc(F)cc2)[C@@H]2C(=O)N(Cc3ccccc3)C(=O)[C@@H]21	-19	3	-5	-3	-18	2	-2	-0.9	0.2
NC(=O)CSc1cn(Cc2ccccc2)c2ccccc12	-29	15	0	-3	-6	-12	10	0.5	1.1
CCn1c(SCc2nc3scc(-c4ccccc4)c3c(=O)[nH]2)nnc1-c1cccs1	-43	2	-4	-13	14	-4	-12	-0.6	1.3
CN(C)N1C(=O)CC(NNC(=O)c2ccncc2)C1=O (configuration not stated)	-3	3	-2	-2	-13	-3	4	0.7	0.4
COc1cccc(Nc2nc(-c3ccccc3O)nc3ccccc23)c1	-1	2	-2	-2	15	-2	10	0.3	-0.4
O=C(CNC(=O)c1ccccc1F)Nc1ccc2c(c1)CCC2	-1	6	-1	2	-14	-13	8	1.2	1.4
CC1Cc2ccccc2N1S(=O)(=O)c1ccc2c(c1)n(C)c(=O)c(=O)n2C (configuration not stated)	-6	4	-6	5	-21	-7	3	-0.1	0.7
CC(=O)OC1COC(N2CCc3cc([N+](=O)[O-])ccc32)C(OC(C)=O)C1OC(C)=O (configuration not stated)	1	8	-2	-20	4	1	3	-0.5	1.0
CC1=NN(C2=NS(=O)(=O)c3ccccc32)C(C)(O)C1 (configuration not stated)	-10	-1	-3	-7	-10	-11	3	1.1	0.8
COc1ccc(OC)c(NC(=O)[C@@H]2CCCN2C(=O)c2cccs2)c1	-9	.	-4	-8	.	-12	5	-1.2	-0.3
Cc1ccc(/C=C(\C#N)C(=O)NC(C)c2ccccc2)o1 (configuration not stated)	-17	-1	-3	-5	-17	0	0	-0.8	0.7
CCOC(=O)C1NN=C(C(=O)c2ccccc2)C1c1ccc(OC)cc1 (configuration not stated)	-20	10	-7	-28	-3	7	-6	15	-0.8
O=C(NCc1ccc(F)cc1)C(=O)Nc1nc(C23CC4CC(CC(C4)C2)C3)cs1	-10	-1	-4	1	4	-7	4	0.0	-0.1
CCCCc1nnc(NC(=O)Cc2ccc(S(=O)(=O)N3CCOCC3)s2)s1	-8	1	-4	-1	5	3	4	0.7	1.5
O=C(Cc1ccccc1F)NCC1(N2CCOCC2)CCCCC1	1	0	-6	-5	-6	-29	18	0.7	-0.2
Cc1ccccc1C(=O)OCc1cnc(Cl)s1	-17	1	-4	1	8	-1	7	-2.3	0.1
COc1ccc(-n2c(Cc3cccn3C)nnc2SCC(=O)NCc2ccco2)cc1	-6	3	-1	-2	-16	-4	11	-0.9	0.6
CCOC(=O)C(C)NC(=O)CCc1nnc2ccc(N3CCC(C)CC3)nn12 (configuration not stated)	-9	-2	-7	-10	-26	-7	2	-1.6	-0.7
CC(=O)c1ccc2c(c1)N(Cc1ccc3ccccc3c1)C(=O)C(C)S2 (configuration not stated)	.	1	-7	.	-4	7	-6	.	.
CN(CC(=O)N1CCN(c2ccccc2)CC1)S(=O)(=O)c1cccs1	22	7	-1	-7	-5	1	9	1.1	1.6
O=C(Nc1ccccc1C(F)(F)F)c1ccccn1	-4	8	-2	-3	-14	2	-1	0.2	0.7
COc1ccc(C2=NOC(Cn3nc(C(=O)O)cc3-c3ccccc3)C2)cc1 (configuration not stated)	-4	2	-4	-5	4	2	-2	-0.8	-1.3
CCn1cc(CN2CCc3c([nH]c4ccccc34)C2c2cccc(O)c2)c(C)n1 (configuration not stated)	-19	1	-6	-2	-12	-4	4	1.1	-0.4
COC(=O)/C(C#N)=C/c1ccc(OC(=O)c2ccccn2)cc1	-8	4	-6	-1	1	-10	8	2.6	1.8
CC(C)c1cccc(C(C)C)c1NC(=O)COC(=O)C1CCC1	-19	-1	-4	0	-4	-8	7	-2.0	-1.9
CC(C)CN(C(=O)COC(=O)Cc1cccc2ccccc12)c1c(N)n(Cc2ccccc2)c(=O)[nH]c1=O	-6	-1	-4	-9	-24	-7	9	-1.3	-0.4
O=C(COC(=O)c1cccs1)Nc1cccc(S(=O)(=O)N2CCCCC2)c1	-11	8	2	-11	-7	1	-7	14	11
O=c1oc2ccccc2c(N2CCCCC2)c1CN1CCCCC1	-6	16	-4	-5	5	-11	-2	-0.4	-0.4
O=C(Nc1ccc(F)cc1F)c1ccc(-n2cccn2)nc1	-22	2	-3	-8	2	-6	4	-0.4	2.9
COc1ccc(OC)c(Nc2nc(N)nc(CSc3nnc(N)s3)n2)c1	-18	.	2	6	.	-4	5	0.2	-1.4
COc1ccc(C(=O)N/C(=C\c2cn(C)c3ccccc23)C(=O)N2CCN(C)CC2)cc1	-22	2	-4	-5	-19	5	0	0.6	2.1
Cc1ccc(S(=O)(=O)N2CCOCC2)cc1NC(=O)c1cccc(S(=O)(=O)N2CCCC2)c1	-22	10	-4	-10	29	19	-7	1.4	0.0
CCC(C)C(NC(N)=O)C(=O)Nc1ccc(C)c(Cl)c1 (configuration not stated)	-5	2	-8	-1	5	1	2	0.1	-0.3
CON/C=C(\C=Nc1ccc(F)cc1)c1ncc(C(F)(F)F)cc1Cl	-14	10	-2	-6	-26	-1	4	-1.4	-0.4
CC(=O)Oc1c(S(=O)(=O)c2ccc(C)cc2)c(C)nn1-c1ccccc1	0	11	1	2	-3	-26	13	-0.4	1.3
O=C1c2ccccc2C(=O)N1OCc1ccccc1	-6	19	-3	-7	-16	-2	8	0.0	-0.6
CNC1=CC(=O)CC(c2ccccc2)C1 (configuration not stated)	3	11	1	-13	11	-3	10	-0.4	-0.2
CC1=NOC(=O)/C1=C/c1ccc(O)cc1	13	11	-6	-3	3	24	-17	2.1	0.8
CCOc1cccc(C(=O)Nc2nnc(-c3cccs3)s2)c1	-10	7	-3	7	-15	-7	6	2.2	1.5
O=C(CSc1nnc(Nc2ccccc2)s1)NC1CCS(=O)(=O)C1 (configuration not stated)	-4	5	-4	-3	-10	-13	4	0.1	0.9
Nc1ncnc2nc(SCc3ccccc3)[nH]c12	1	-2	-4	-13	-14	-7	12	-0.1	-0.3
CCOc1cc(C(=S)N2CCCC2)ccc1OCc1ccccc1	-13	1	1	-10	-14	0	13	-1.6	0.5
CN(CC(=O)Nc1ccc2c(c1)OCO2)S(=O)(=O)c1cccs1	-6	11	1	-6	-10	-11	4	1.2	1.4
O=C(c1ccccc1)N1CCCc2ccccc21	-6	9	-3	-11	0	-23	1	7.3	-1.0
CC(=O)c1ccc(NS(=O)(=O)c2ccc3c(c2)N(C(C)=O)CCO3)cc1	-18	5	-1	0	-24	22	-9	0.9	1.2
CC12CCC(C(=O)N/N=C/c3ccc(O)cc3)(OC1=O)C2(C)C (configuration not stated)	4	1	-2	-14	-8	-9	6	0.0	0.7
CCCc1noc2c1/C(=N\O)CC(c1ccccc1)C2 (configuration not stated)	9	-2	-5	-14	-6	-8	4	-1.9	-1.9
COc1ccccc1-n1c(SCC(=O)N(C)C)nnc1-c1ccco1	.	3	0	.	-16	-7	7	.	.

Screening data from PubChem BioAssay.
